Assay outcomes (PubChem)
GC-B act = GC-B (human) receptor activation; AID 1920062; 370,000 compounds, 0.11% hits; HEK293-GC-B cells, CNP EC30, cGMP TR-FRET; 0% at EC30 CNP, 100% saturating CNP; activation, % at 10 µM; P20594;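 active = activation at 10 µM reaching about 35% in either raw or pattern-adjusted values, limit read from the data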
MBD2 DNA inh = blocks human MBD2 binding to methylated DNA. inhibition, % at 4.4 µM. TR-FRET, MBD2 binding to methylated oligonucleotide. 370,000 compounds, 0.31% hits. AID 686964; in the data active = inhibition above about 13%
UHRF1 binding = UHRF1 methyl-DNA binding inhibition | Q96T88 | UHRF1 binding to methylated oligo, TR-FRET | inhibition, % at 4.4 µM | 370,000 compounds, 0.75% hits; in the data active = inhibition above about 21%;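 also: UHRF1 SRA domain binding a hemimethylated CpG hairpin DNA probe; 0% = median of test compound wells and 100% = reference inhibitor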
mABHD4 FP = ABHD4 (mouse) inhibition, primary FP screen | Q8VD66 | purified mABHD4, FP-Rh probe fluorescence polarization | inhibition, % at 8.92 µM | 370,000 compounds, 0.54% hits | AID 720543;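 active = inhibition exceeding the mean over every tested compound plus 3 SD, cut at about 30% in these data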;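 also: 0% = plate median of compound wells and 100% = S159A mutant with DMSO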
Target sequence (Q8VD66 whole entry, looked up): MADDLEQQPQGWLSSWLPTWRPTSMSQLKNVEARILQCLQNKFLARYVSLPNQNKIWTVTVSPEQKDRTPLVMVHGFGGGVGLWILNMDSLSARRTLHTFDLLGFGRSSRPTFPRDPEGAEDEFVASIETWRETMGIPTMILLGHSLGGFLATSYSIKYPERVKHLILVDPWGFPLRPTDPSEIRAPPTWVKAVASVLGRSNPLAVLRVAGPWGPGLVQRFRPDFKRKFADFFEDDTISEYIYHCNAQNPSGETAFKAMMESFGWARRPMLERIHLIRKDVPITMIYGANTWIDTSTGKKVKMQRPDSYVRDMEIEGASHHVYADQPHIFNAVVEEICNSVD
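Assay system: wild-type mouse ABHD4 protein; compound: single nominal dose of 8.92 µM, 0.89% DMSO final; schedule: 45 min + 60 min at 25 °C; measured by: FP readout, ex 525 nm / em 598 nm; evaluation: % inhibition of FP-Rh probe binding versus controls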
NPR1 activator = GC-A (human) enzyme activation | P16066 | 370,000 compounds, 0.14% hits | HEK293 GC-A cells, cGMP TR-FRET, EC30 ANP; 0% at EC30 ANP, 100% saturating ANP | activation, % at 10 µM; in the data active = activation above about 40%
PRMT1 FP inh = inhibitors of human PRMT1; Q99873; recombinant PRMT1, activity-based probe fluorescence polarization; inhibition, % at 2.79 µM; 370,000 compounds, 1.3% hits; AID 652257;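 active = inhibition above about 21% made by adding two undisclosed values, limit read from the data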
rCAG binder = r(CAG) repeat RNA binding | TO-PRO-1 dye displacement fluorescence | inhibition, % at 3 µM | 370,000 compounds, 1.3% hits | AID 651821;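 active = inhibition above the plate cutoff, the mean of all test compounds on that plate plus 3 SD, cut at about 35% in these data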;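 also: 0% = DMSO alone and 100% = 100 µM mitoxantrone as full dye displacement; higher means more dye released from RNA so lower well fluorescence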
HTRA1 inh = HTRA1 (human) protease inhibition; inhibition, % at 5.96 µM; Q92743; 340,000 compounds, 0.5% hits; recombinant HTRA1, FP-rhodamine activity-based probe, fluorescence polarization; in the data active = inhibition above about 36%;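 also: 0% = enzyme with DMSO and 100% = wells lacking enzyme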
Target sequence (Q92743 whole entry, looked up): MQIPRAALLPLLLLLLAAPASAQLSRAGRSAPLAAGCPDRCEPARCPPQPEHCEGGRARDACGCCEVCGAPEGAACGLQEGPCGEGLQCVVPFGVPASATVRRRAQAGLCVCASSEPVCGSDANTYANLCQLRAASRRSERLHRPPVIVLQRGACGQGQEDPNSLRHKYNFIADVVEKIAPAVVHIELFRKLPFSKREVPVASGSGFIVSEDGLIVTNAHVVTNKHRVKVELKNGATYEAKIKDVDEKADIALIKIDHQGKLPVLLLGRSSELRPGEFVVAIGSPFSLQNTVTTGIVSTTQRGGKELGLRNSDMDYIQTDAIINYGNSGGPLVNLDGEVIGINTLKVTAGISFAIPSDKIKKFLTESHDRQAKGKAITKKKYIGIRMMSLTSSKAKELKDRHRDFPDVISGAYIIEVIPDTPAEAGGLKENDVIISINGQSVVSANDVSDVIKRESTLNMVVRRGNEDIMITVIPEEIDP
TCR CD3 inh = inhibitors of human TCR-CD3 interaction | TAMRA-labeled TCR probe fluorescence, biochemical | inhibition, % at 9.4 µM | 360,000 compounds, 0.37% hits | AID 651800; in the data active = inhibition above about 19%;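 also: recombinant mutant TCR 2C K166C tagged with TAMRA read by polarization; 0% = receptor in buffer alone and 100% = receptor with positive control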
SIAE primary = human SIAE inhibition, primary screen; Q9HAT2; SIAE FP-Rh probe binding, fluorescence polarization; inhibition, % at 9.66 µM; 370,000 compounds, 0.69% hits; AID 1053197;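 active = inhibition above a cutoff: mean of compounds within the control limits plus 3 SD of those, cut at about 17% in these data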;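 also: 0% = plate median of compound wells and 100% = probe without SIAE protein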
Active calls of the source: *; . = not tested or not shown.

SMILES	GC-B act	MBD2 DNA inh	UHRF1 binding	mABHD4 FP	NPR1 activator	PRMT1 FP inh	rCAG binder	HTRA1 inh	TCR CD3 inh	SIAE primary
O=[N+]([O-])/C(C(Cl)=C(Cl)Cl)=C1\Nc2ccccc2O1	1	2	0	16	3	4	5	5	7	4
O=C(Oc1cccc2cccnc12)c1ccco1	-5	1	1	0	9	-3	1	31	-2	3
O=C(NCc1cccnc1)C1c2ccccc2C(=O)N1C1CCCCCC1 (stereo unspecified)	7	0	0	-1	0	-2	-1	-1	2	-2
CCNC(=S)NN(c1ccccc1)c1ccccc1	4	1	0	0	-4	0	-1	6	-6	-2
Cc1ccc(C(=O)NNC(=O)CCN2C(=O)C3CCCCC3C2=O)cc1 (stereo unspecified)	-3	-1	0	2	-1	-1	-2	-3	-3	1
COc1cccc(C(=O)N2CCC(C(=O)NCc3ccco3)CC2)c1	5	1	1	4	4	-3	2	11	5	-6
CCN(CC)CCn1c(NCc2ccc(OC)cc2)nc2ccccc21	6	-1	-1	-1	-6	-2	-10	4	7	2
CCOc1ccccc1Nc1nc2ccccc2[nH]1	5	0	-1	5	0	-1	0	22	3	-3
COc1cc(C(=O)N2CCCCC2c2cc(C(=O)Nc3ccccc3Cl)no2)cc(OC)c1C (stereo unspecified)	1	-2	-1	-5	-7	4	6	.	-7	0
CCOC(=O)[C@]12CCCCC/C=C\1N(CCc1ccc(Cl)cc1)C(=O)[C@H]2CC(=O)NCc1ccc(C)o1	0	-4	4	-5	-5	7	6	.	.	-15
NCC(=O)NNC(=O)OCC1c2ccccc2-c2ccccc21	-4	0	1	-7	-5	-6	2	1	4	-12
O=C(COC(=O)c1c(Cl)cccc1Cl)Nc1ccccc1Br	11	0	0	-4	7	-2	-6	-11	0	-5
CCc1nccn1S(=O)(=O)c1ccc(Br)cc1Br	2	0	0	2	6	-1	1	0	1	-2
O=C1N/C(=C\c2ccccc2)c2ccccc21	-1	2	0	-3	-1	0	-3	-4	0	-4
Cn1ccnc1C(=O)c1ccc(NN)c([N+](=O)[O-])c1	2	-12	-6	5	0	2	5	5	1	7

The closing 4 entries of the part above lead into the next:
SMILES	GC-B act	MBD2 DNA inh	UHRF1 binding	mABHD4 FP	NPR1 activator	PRMT1 FP inh	rCAG binder	HTRA1 inh	TCR CD3 inh	SIAE primary
O=C(COC(=O)c1c(Cl)cccc1Cl)Nc1ccccc1Br	11	0	0	-4	7	-2	-6	-11	0	-5
CCc1nccn1S(=O)(=O)c1ccc(Br)cc1Br	2	0	0	2	6	-1	1	0	1	-2
O=C1N/C(=C\c2ccccc2)c2ccccc21	-1	2	0	-3	-1	0	-3	-4	0	-4
Cn1ccnc1C(=O)c1ccc(NN)c([N+](=O)[O-])c1	2	-12	-6	5	0	2	5	5	1	7
Cc1cc(N2C(=O)C(O)=C(C(=O)c3ccc(C)o3)C2c2ccc(OCc3ccccc3)cc2)no1 (stereo unspecified)	-4	1	3	-6	4	2	49*	0	-2	-10
CC(C)[C@H](N)c1cn([C@@H](CO)C(=O)N2CCNCC2)nn1	-1	4	6	3	0	-1	3	-15	-1	5
COc1ccc([N+](=O)[O-])cc1NC(=O)Nc1ccc(OC)c(OC)c1	-3	7	2	6	-7	2	13	-1	-6	6
Cc1ccc(S(=O)(=O)N2CCCC(C(=O)NCCCN3CCCCC3C)C2)cc1 (stereo unspecified)	-1	-5	2	-4	6	-1	-3	-3	3	2
CCOC(=O)C1=C(C)OC(N)=C(C#N)C1c1ccc(OC)c(CSc2ccccn2)c1 (stereo unspecified)	-13	1	2	-4	-10	5	8	-2	5	-3
CC(=O)c1ccc(NC(=O)CCc2nnc3ccc(N4CCC5(CC4)OCCO5)nn23)cc1	-7	1	0	4	-3	2	-4	0	-4	-4
Cc1ccc(NCCC(=O)c2ccccc2)cc1Cl	1	2	-1	-3	2	2	-1	-1	2	11
Cn1nc(C(F)(F)F)c(C(=O)Nc2ccc(F)cc2)c1Cl	3	-3	-3	1	3	-2	-3	-2	-5	-4
Cn1c(CNC(=O)c2ccco2)nnc1SCC(=O)N1CCN(c2ccccc2F)CC1	2	3	0	1	4	1	0	3	-3	5
O=C1c2c(O)cccc2Cc2cccc(O)c21	-11	-6	-3	7	-4	3	7	4	6	3
CN(c1ccccc1)S(=O)(=O)c1cccc(NC(=O)CC(C)(C)C)c1	5	-3	0	-5	0	1	2	-11	2	-3
CCCNc1nc(NCC)nc(OC)n1	-6	2	2	11	6	0	9	-1	-1	0
CN(CC(=O)NCc1cccnc1)S(=O)(=O)c1ccc2c(c1)c(=O)n(C)c(=O)n2C	2	3	2	-1	4	0	-1	3	4	9
COc1ccc(N2CCN(C(=O)c3cc4ccccc4o3)CC2)cc1	-4	-5	2	-6	2	-5	-1	-4	8	5
COc1ccc(OC)c(NC(=O)CCc2nnc3ccc(NCc4ccco4)nn23)c1	0	6	4	-10	0	9	5	9	-6	1
CN(C)S(=O)(=O)c1cc(C(=O)NCC2CCCO2)c(Cl)cc1Cl (stereo unspecified)	1	1	1	-11	-1	2	0	0	3	-4
Cc1cccc(C)c1NC(=S)NC(=O)c1ccccc1F	-4	3	1	6	-8	0	-3	6	2	4
Cc1ccc(C(=O)Nc2nnc(SCC(=O)N3CCCc4ccccc43)s2)cc1	-2	10	15	-3	-1	-3	0	0	3	-3
Cc1ccc(NC(=O)CN2C(=O)NC(Cc3ccccc3)C2=O)cc1 (stereo unspecified)	-4	-3	0	2	-1	-3	-3	6	3	3
C[C@H]1CN([C@@H](C)CO)C(=O)c2cc(C3=CCCCC3)cnc2O[C@@H]1CN(C)C(=O)Cc1ccccc1	6	0	-1	7	-3	3	0	0	-4	-1
O=C1CS/C(=C\[N+](=O)[O-])N1c1ccccc1	4	-5	-1	31*	-3	5	18	6	1	4
CCNC(=S)N/N=C/c1cc(Br)cc(Br)c1OC	11	0	-2	7	16	-3	6	-4	3	9
Brc1ccc(-c2nnc3c4ccccc4nc(N4CCOCC4)n23)cc1	-14	4	0	2	-3	-2	-3	5	-1	-5
COCC(=O)Nc1cc(OC)cc(OC)c1	-1	-3	2	3	3	1	2	2	3	0
COc1ccc(Cl)cc1C(=O)NNC(=S)NC1CCCCC1	-5	-3	-4	-6	3	-1	0	.	0	-6
COc1ccc(-n2c(N)c(C(=O)Nc3c(C)n(C)n(-c4ccccc4)c3=O)c3nc4ccccc4nc32)cc1	6	4	-2	2	5	-3	5	-4	4	2
Cc1cc(-c2ccccc2)nc(N2CCC(C(=O)NC(C)C)CC2)n1	0	3	-2	5	3	-3	-4	-5	3	1
O=C(CSc1ccc(-c2ccccn2)nn1)Nc1ccc(F)c(F)c1	-8	5	-1	4	0	5	-1	8	-7	0
O=C(Nc1cccc(F)c1)c1ccc2c(c1)OCCO2	6	-4	-1	3	0	-2	0	-13	5	-3
CN(C)CCNC(=O)c1[nH]c(C(F)(F)F)nc1-c1ccccc1	-4	3	-1	3	6	2	0	.	-8	9
O=C(CCCCCCCCN1C(=O)c2ccccc2C1=O)N1CCOCC1	0	-6	-1	7	2	2	-9	.	1	10
CC12CN3CC(C)(CN(C1)C3c1ccc(Cl)cc1Cl)C2O (stereo unspecified)	0	2	4	-4	3	0	-3	7	-6	-4
C[C@@H]1CCN(C2CC2)S(=O)(=O)c2c(cccc2N2CC[C@H](O)C2)O1	5	0	-1	0	-3	1	2	.	.	-1
CN1C(=O)C2CC(O)C(SC3CC4C(=O)N(C)C(=O)C4CC3O)CC2C1=O (stereo unspecified)	2	-1	0	4	-1	-1	2	.	0	-5
Cc1ccc(/C=N/n2c(-c3cccnc3)n[nH]c2=S)o1	4	-6	0	11	6	4	-1	.	8	6
CCOC(=O)c1sc(N)c(C#N)c1CSc1nc2ccc(OCC)cc2[nH]1	-16	-8	1	-18	-22	0	15	-8	6	-2
Cc1ccc(/C=N/n2c(-c3ccc(Cl)cc3)n[nH]c2=S)s1	-1	2	0	0	6	3	6	-7	-1	-1
CCCCc1ccc(S(=O)(=O)NC(=O)C2(C)CCN2C(=O)c2c(C)noc2C)cc1 (stereo unspecified)	-2	9	6	-6	0	6	17	.	-4	-1
COc1ccc(C2CC(C(F)(F)F)n3nc(C(=O)O)c(Cl)c3N2)cc1OC (stereo unspecified)	3	0	0	9	-1	-2	2	0	8	3
C#CCN1CC(N(C)CCOC(=O)c2ccc(OC)c(OC)c2)CS1(=O)=O (stereo unspecified)	-3	-3	-1	5	2	-6	0	.	.	-2
CCCCCCSc1cccc(-c2nc3ccc(C)cn3c2NC2CCCCC2)c1	5	0	-2	5	5	2	4	-17	4	4
Cc1c(C(=O)NCc2ccccc2C(F)(F)F)sc(=O)n1Cc1ccc(Cl)c(Cl)c1	-10	4	-1	-30	-3	4	5	.	-2	-32
Cc1ccc(/C=N/N=C2/NC(=O)CS2)o1	3	-1	1	-7	3	2	1	4	7	-2

Record cards, as listed above. Order of screens: GC-B act, MBD2 DNA inh, UHRF1 binding, mABHD4 FP, NPR1 activator, PRMT1 FP inh, rCAG binder, HTRA1 inh, TCR CD3 inh, SIAE primary
`Cc1c(C(=O)NCc2ccccc2C(F)(F)F)sc(=O)n1Cc1ccc(Cl)c(Cl)c1` across the screens: -10, 4, -1, -30, -3, 4, 5, ., -2, -32
`C[C@@H]1CCN(C2CC2)S(=O)(=O)c2c(cccc2N2CC[C@H](O)C2)O1` across the screens: 5, 0, -1, 0, -3, 1, 2, ., ., -1
`Cc1ccc(/C=N/n2c(-c3ccc(Cl)cc3)n[nH]c2=S)s1` across the screens: -1, 2, 0, 0, 6, 3, 6, -7, -1, -1
`CN1C(=O)C2CC(O)C(SC3CC4C(=O)N(C)C(=O)C4CC3O)CC2C1=O` (stereo unspecified) across the screens: 2, -1, 0, 4, -1, -1, 2, ., 0, -5

An excerpt, so the mix of outcomes need not match the whole.
